OX1R antag-1 = antagonists of human orexin 1 receptor (OX1R); O43613; OX1R-expressing cells, FRET antagonist read-out; inhibition, % at 6.6 µM; 1.8% of 330,000 active; AID 485270; in the data active means inhibition mostly above about 38%, no sharp cut-off; inactive means mostly below about 40%;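 further: 0% = agonist challenge alone and 100% = reference antagonist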
Target sequence (O43613 whole entry, looked up): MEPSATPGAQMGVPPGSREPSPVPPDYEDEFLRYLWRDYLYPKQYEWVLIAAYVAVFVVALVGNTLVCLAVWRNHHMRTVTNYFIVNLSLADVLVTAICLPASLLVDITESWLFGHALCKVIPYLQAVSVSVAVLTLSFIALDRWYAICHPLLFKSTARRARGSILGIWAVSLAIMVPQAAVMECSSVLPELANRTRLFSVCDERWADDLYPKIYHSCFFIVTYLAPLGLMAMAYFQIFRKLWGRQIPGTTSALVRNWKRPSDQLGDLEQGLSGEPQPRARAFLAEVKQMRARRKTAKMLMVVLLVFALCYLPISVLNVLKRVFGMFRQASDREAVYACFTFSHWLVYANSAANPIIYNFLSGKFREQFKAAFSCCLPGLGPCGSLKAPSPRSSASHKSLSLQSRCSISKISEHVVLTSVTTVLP
OX1R antag-2 = blocks the human orexin 1 receptor; 0.43% of 330,000 active; AID 434989; inhibition, % at 5 µM; CHO/OX1R cells, Fluo-8 calcium fluorescence, orexin A;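 active means inhibition above its plate's threshold, mean inhibition of all tested compounds on the plate plus 3 SD, cut at about 37% in these data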;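 further: 0% = orexin A challenge wells and 100% = SB-334867-A antagonist wells; not every result past the cut was called active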
Numbers without * were called inactive.

A first look:
SMILES | OX1R antag-1 | OX1R antag-2
CC(=O)N1c2ccc(S(=O)(=O)NCCC(=O)Nc3ccc(OC(F)(F)F)cc3)cc2CC1C (centres undefined) | 0.6 | -6.6
C[C@H](NC(=O)c1[nH]cnc1C(=O)Nc1ccc(CNC(=O)OC(C)(C)C)cc1)C(=O)OC(C)(C)C | 17.1 | -26.6
O=C(NC(=S)Nc1ccccc1)c1cc([N+](=O)[O-])ccc1N1CCOCC1 | 11.4 | 6.2
O=C(COC(=O)c1ccc[nH]c1=O)NCCc1ccc(F)cc1 | 3.6 | -3.9
COc1ccc(NS(=O)(=O)c2cccc(C(=O)NCC3(N(C)C)CCCCC3)c2)cc1 | 1.2 | -21.4
Cc1ccccc1OCCC(=O)OCC(=O)c1c(N)n(CC(C)C)c(=O)n(C)c1=O | 41.3 | 27.0
CCCN(CC(=O)Nc1ccccc1C)C(=O)COc1ccc2c(c1)CCC2 | 46.5 | -5.3
CCCCNc1c(-c2ccc(OC)c(Sc3ccc(OC)cc3)c2)nc2ccccn12 | 48.0 | 40.9
CC(NC(=O)COC(=O)CNS(=O)(=O)/C=C/c1ccccc1)c1ccccc1 (centres undefined) | 1.9 | -7.2
Cc1ccc(C(=O)Nc2ccc(S(=O)(=O)Nc3cnc4ccccc4n3)cc2)cc1 | 16.1 | -11.3
Oc1ccccc1N1CCN(CC(O)COC2CCCc3ccccc32)CC1 (centres undefined) | 9.5 | -30.3
O=C(Nc1cc(S(=O)(=O)N2CCCCC2)ccc1Cl)c1ccncc1 | 4.3 | -13.8
CC(CNS(=O)(=O)c1ccccc1)(c1ccccc1)N1CCCCC1 (centres undefined) | 18.6 | -17.8
CC(Oc1ccc(Cl)cc1)/C(N)=N/O (centres undefined) | 1.0 | 5.0
Nn1c(=O)c2ccccc2n2c(SCc3ccc(C(F)(F)F)cc3)nnc12 | 11.6 | -22.9
O=C(O)Cc1sc(Nc2ccccc2)nc1-c1ccc(Cl)cc1 | 10.9 | -9.2
Cc1cc(OCC(=O)NC2CCN(C)CC2)ccc1[N+](=O)[O-] | 15.1 | -0.8
Nc1nc(CSc2ccccc2)nc(N2CCCCC2)n1 | 6.0 | -3.4
CC(Sc1nc(N)c2c3c(sc2n1)CSC(C)(C)C3)C(=O)Nc1ccccc1 (centres undefined) | 11.5 | -14.5

This part in full, previewed entries included:
SMILES | OX1R antag-1 | OX1R antag-2
CC(=O)N1c2ccc(S(=O)(=O)NCCC(=O)Nc3ccc(OC(F)(F)F)cc3)cc2CC1C (centres undefined) | 0.6 | -6.6
C[C@H](NC(=O)c1[nH]cnc1C(=O)Nc1ccc(CNC(=O)OC(C)(C)C)cc1)C(=O)OC(C)(C)C | 17.1 | -26.6
O=C(NC(=S)Nc1ccccc1)c1cc([N+](=O)[O-])ccc1N1CCOCC1 | 11.4 | 6.2
O=C(COC(=O)c1ccc[nH]c1=O)NCCc1ccc(F)cc1 | 3.6 | -3.9
COc1ccc(NS(=O)(=O)c2cccc(C(=O)NCC3(N(C)C)CCCCC3)c2)cc1 | 1.2 | -21.4
Cc1ccccc1OCCC(=O)OCC(=O)c1c(N)n(CC(C)C)c(=O)n(C)c1=O | 41.3 | 27.0
CCCN(CC(=O)Nc1ccccc1C)C(=O)COc1ccc2c(c1)CCC2 | 46.5 | -5.3
CCCCNc1c(-c2ccc(OC)c(Sc3ccc(OC)cc3)c2)nc2ccccn12 | 48.0 | 40.9
CC(NC(=O)COC(=O)CNS(=O)(=O)/C=C/c1ccccc1)c1ccccc1 (centres undefined) | 1.9 | -7.2
Cc1ccc(C(=O)Nc2ccc(S(=O)(=O)Nc3cnc4ccccc4n3)cc2)cc1 | 16.1 | -11.3
Oc1ccccc1N1CCN(CC(O)COC2CCCc3ccccc32)CC1 (centres undefined) | 9.5 | -30.3
O=C(Nc1cc(S(=O)(=O)N2CCCCC2)ccc1Cl)c1ccncc1 | 4.3 | -13.8
CC(CNS(=O)(=O)c1ccccc1)(c1ccccc1)N1CCCCC1 (centres undefined) | 18.6 | -17.8
CC(Oc1ccc(Cl)cc1)/C(N)=N/O (centres undefined) | 1.0 | 5.0
Nn1c(=O)c2ccccc2n2c(SCc3ccc(C(F)(F)F)cc3)nnc12 | 11.6 | -22.9
O=C(O)Cc1sc(Nc2ccccc2)nc1-c1ccc(Cl)cc1 | 10.9 | -9.2
Cc1cc(OCC(=O)NC2CCN(C)CC2)ccc1[N+](=O)[O-] | 15.1 | -0.8
Nc1nc(CSc2ccccc2)nc(N2CCCCC2)n1 | 6.0 | -3.4
CC(Sc1nc(N)c2c3c(sc2n1)CSC(C)(C)C3)C(=O)Nc1ccccc1 (centres undefined) | 11.5 | -14.5
CCCN1CCC(NC(=O)C2CC=CCC2C(=O)O)CC1 (centres undefined) | 12.9 | -8.9
O=C(CSc1nnc(Cn2nnc3ccccc32)o1)Nc1ccc(Cl)cc1 | 10.7 | -12.2
O=C(CCCn1ncn2c(cc3occc32)c1=O)N1CCc2ccccc2C1 | 16.4 | -10.4
CCOC(=O)c1ccc(-n2c(C)ccc2C)cc1 | 14.7 | -15.2
COc1cccc2c1OCC/C2=N\NC(=O)COc1ccc(C)cc1 | 12.4 | -11.3
CCCCNC(=O)C1Cc2cc(S(=O)(=O)N3CCCC3)ccc2N1C(C)=O (centres undefined) | -2.2 | -12.6
O=C(CSc1nc2cccnc2n1Cc1ccccc1)N1CCCC1 | 11.5 | -30.6
OCCC1CN(Cc2ccc3nsnc3c2)CCN1C1CCCC1 (centres undefined) | 46.3 | -12.2
NC(=O)c1nsc(C(=O)N(CC(=O)NC2CCCCC2)Cc2ccc(F)cc2)c1N | 15.5 | -16.1
CC1(C)CC(=O)C2=C(C1)OC(N)=C(C#N)C2c1cn(-c2ccccc2)nc1-c1ccc(F)cc1 (centres undefined) | 11.3 | -30.6
Cc1nc(C)c2c(c1C(F)(F)F)-c1ccccc1C2(F)F | 5.1 | -7.7
O=C(COC(=O)c1ccccc1C(=O)c1ccc(Cl)cc1)NCc1ccccc1 | 9.5 | -19.5
C/C(=N\N1C(=O)c2ccccc2NC1c1ccco1)c1ccccc1O (centres undefined) | 10.1 | -17.6
Cc1c(-c2ccccc2)nnn1-c1ccc(F)cc1F | -1.9 | -16.3
Cc1ccc(SCC(=O)NCc2ccccc2C)cc1 | 17.2 | -26.1
O=C1C=C(c2ccc(Cl)cc2)C(=O)N1Nc1ccccc1 | 37.2 | 53.2*
Fc1cccc(Cl)c1/C=C/c1cnc2ccccc2n1 | 19.1 | -27.9
O=c1c(F)cn(C2CCCO2)c(=O)n1Cc1ccccc1Cl (centres undefined) | 6.9 | -13.7
c1ccc(NC2=NCCN2CCC2CCCCC2)cc1 | 31.4 | -27.7
Cc1cc(C)cc(OCC(=O)N(Cc2cccs2)C2CCS(=O)(=O)C2)c1 (centres undefined) | 3.2 | -14.5
COc1ccc(/C=C/C(=O)O)cc1COc1ccccc1C | 19.6 | 2.5
Cc1cccc(C(=O)Nc2cccc(OCC(=O)O)c2)c1 | 26.8 | -16.8
Cc1ccc(CN2CCN(Cc3cccn3-c3ccc(Cl)cn3)CC2CCO)o1 (centres undefined) | -0.1 | -24.6
COc1cc(C)nc(N2CCCC(C(=O)Nc3ccccc3Br)C2)n1 (centres undefined) | 33.9 | -11.5
CCc1nc2nc(C)c(NS(=O)(=O)c3ccc4c(c3)CCCC4)c(=O)n2[nH]1 | 3.3 | 9.8
COc1ccccc1NC(=O)Nc1nc(CC(=O)Nc2ccccc2F)cs1 | 12.6 | -26.8
CC(C)Oc1ccc(CN2CCC(n3nccc3NC(=O)C3CC3)CC2)cc1 | 13.9 | -9.4
NC(=O)c1cc([N+](=O)[O-])ccc1NCC1CCCCC1 | -2.2 | -20.5
CC(C)NC(=O)c1ccccc1-c1ccccc1 | 0.9 | -12.9
CCC(C(=O)Nc1ccc(C(=O)O)cc1NC(=O)C(CC)c1ccccc1)c1ccccc1 (centres undefined) | 2.6 | 12.8
CCOC(=O)C1CCN(S(=O)(=O)c2cnc[nH]2)CC1 | 7.7 | -7.5
O=C(Cn1[nH]c(=O)c2ccccc2c1=O)Nc1ccc(-c2nnc3n2CCCCC3)cc1 | 14.3 | -8.4
O=C(Nc1cc(Cl)ccc1N1CCOCC1)c1cccnc1 | 5.3 | -13.7
O=C(CCc1nnc(C2CCCCC2)o1)N1CCCCC1CCn1cccn1 (centres undefined) | 9.8 | -21.0
O=C(COC(=O)c1nsc(Cl)c1Cl)NC1CCCCC1 | 7.0 | -10.2
COc1cccc(C(=O)Nc2ccc3[nH]ncc3c2)c1OC | 6.1 | -10.4
CC1Cc2ccccc2N1S(=O)(=O)c1c(N)n(C)c(=O)n(C)c1=O (centres undefined) | 13.9 | 1.1
COc1ccc(Cl)cc1NC(=O)C(C)N(C)Cc1ccc(C(F)(F)F)cc1 (centres undefined) | 17.2 | -53.5
C[C@H](CO)N1C[C@H](C)[C@@H](CN(C)CC2CCCCC2)Oc2c(NS(=O)(=O)c3ccccc3)cccc2C1=O | 12.6 | -18.3
CCN(CC)c1ccc(NC(=O)C2CCCN(S(=O)(=O)c3cnc[nH]3)C2)c(C)c1 (centres undefined) | 9.5 | -13.1
CC(NC(=O)OC(C)(C)C)C(=O)N1CCCC1C(=O)NC(Cc1ccccc1)C(N)=O (centres undefined) | 5.4 | -4.0

(next part)
SMILES | OX1R antag-1 | OX1R antag-2
CCOC(=O)c1c(N)sc(C(=O)N2CCCC(C(N)=O)C2)c1C (centres undefined) | -3.5 | 3.6
O=C(N/N=C/c1ccc(OC(=O)c2ccccc2Br)cc1)c1ccccn1 | 3.7 | -29.0
CCCCCc1nc2sc3c(c2c(=O)n1NC(=O)c1ccc([N+](=O)[O-])cc1)CC(C)(C)OC3 | 53.4* | -30.2
CC(c1nnc(SCC(=O)c2c(N)n(C3CC3)c(=O)[nH]c2=O)n1-c1ccc(F)cc1)N(C)C (centres undefined) | 7.5 | -5.3
Cc1ccc(S(=O)(=O)n2c(C)nc3ccccc32)cc1 | 8.7 | -25.4
COc1ccc(/C=C(/NC(=O)c2ccccc2)C(=O)N2CCCC2)cc1OC | 5.4 | -21.2
CCOC(=O)C1CCN(CC(=O)Nc2c(C(=O)OC)[nH]c3cccc(C)c23)CC1 | 16.7 | -11.5
CC(NC(=O)c1cccs1)c1ccc(Cl)cc1 (centres undefined) | 1.2 | -8.6
CC(=O)Nc1ccc(/C=N/OCC(=O)Nc2ccc(C)cc2)cc1 | 2.4 | 6.7
CCOC(=O)c1[nH]c(C)c(C(=O)N2CCN(c3ccc(F)cc3)CC2)c1C | 1.4 | -8.2
O=C(c1cc2cc([N+](=O)[O-])ccc2oc1=O)N1CCN(C2CCCCC2)CC1 | 48.1 | -14.3
COCCCNC(=O)Cc1c(C)c2c(cc(C)c3c(C(C)(C)C)coc32)oc1=O | 2.3 | -27.9
CCOc1ccccc1CN1CCC(n2nccc2NC(=O)CCCc2ccccc2)CC1 | 18.0 | -28.3
COc1ccc(C(=O)NC(C(=O)OCC(=O)Nc2sccc2C(N)=O)C(C)C)cc1 (centres undefined) | 7.8 | -9.7
CCCCOC(=O)CSc1nnc(-c2cc(OC)c(OC)c(OC)c2)o1 | 8.6 | -33.2
Cc1noc(C)c1C(=O)Nc1sc2c(c1C(N)=O)CCCCC2 | 9.7 | -5.8
COc1ccc(C2C(C(=O)c3ccco3)=C(O)C(=O)N2CC2CCCO2)c(OC)c1 (centres undefined) | 13.2 | -28.1
CC(OC(=O)c1cc2c(ccc3ccccc32)oc1=O)c1nc2ccccc2s1 (centres undefined) | 14.3 | -6.0
Cc1ccc(CNC(=O)CCS(=O)(=O)c2ccc(Br)s2)o1 | 8.3 | -7.7
Cc1ncc(CO)c(/C=N/NC(=O)c2cc3c(s2)CCCC3)c1O | 50.1* | -19.5
COC(=O)C1CCN(C(=O)c2cc(-c3ccc(Cl)s3)nc3ccccc23)CC1 | 0.9 | 14.2
CCOc1ccc(N=C(C)C2=C(O)c3ccccc3C2=O)cc1 | 11.8 | -36.3
Cc1nc2ccccn2c1C(=O)N/N=C/c1ccc([N+](=O)[O-])o1 | 65.2* | -12.2
CC1(NC(=O)Nc2ccccc2)CCS(=O)(=O)C1 (centres undefined) | 5.7 | -0.8
CCCC(=O)Nc1nc(C)c(-c2csc(Nc3ccccc3OC)n2)s1 | 33.6 | -22.8
Cc1ccc(N2CCN(C(=O)c3cc(C(=O)c4ccccc4C)c[nH]3)CC2)c(C)c1 | 9.8 | -51.8
CCOC(=O)c1cc(NC(=O)N2CCCCC2)c(C)nc1C | 9.2 | 3.7
COc1ccc(S(=O)(=O)NC2CCCCCC2)c(OC)c1 | 5.8 | -15.6
CCc1cc(S(=O)(=O)N2CCN(C(=O)c3ccco3)CC2)ccc1OC | 25.9 | -22.2
Cc1cccc2sc(NC(=O)C3CCN(C(=O)c4ccco4)CC3)nc12 | 4.5 | -10.3
CCOc1cccc(CN(CC)CC2CCCN(CCc3cccc(OC)c3)C2)c1O (centres undefined) | 9.0 | -40.1
Cc1n[nH]c(=O)c2c(NC(=O)COC(=O)Cc3c(F)cccc3Cl)oc(C)c12 | 24.2 | -10.1
COc1ccc(C(=O)COC(=O)CNS(=O)(=O)c2ccc(C)cc2)cc1 | 17.7 | 3.2
COc1cc(OC)cc(C(=O)NCC(=O)N2CCN(c3ccc(O)cc3)CC2)c1 | 1.4 | -18.2
O=C(NC1CCCC1)C(c1ccc(F)cc1)N(C(=O)c1csnn1)c1ccccc1F (centres undefined) | 11.1 | -24.1
O=C(c1cc(-c2ccccc2O)on1)N1CCCC1 | 4.2 | -14.4

Screening data: PubChem, The Scripps Research Institute Molecular Screening Center
